HepG2 viability = kills HepG2 cells in TGF-b inhibitor counter-screen. AID 588856. HepG2 CAGA-GFP viability, ATP luminescence, 18 h. 0.76% of 410,000 active. Potency, µM (titrated, usually from 46.1 µM), without a hit: at the highest dose activity change, negative = cytotoxicity, most hits filed as cytotoxic; note: potency is the fitted concentration of half-maximal effect; some results filed as inactive show a strong effect at the top dose
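CellTiter-Glo luminescence gave cytotoxicity after 18 hours at 37 degrees C. The cells were HepG2 CAGA-GFP in 1% FBS DMEM, stimulated with 500 pg/mL TGF-beta after compound addition. %Activity was normalised to no-cell wells (complete cell-killing) and DMSO (no toxicity), and curves were fitted and classified.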
S2 tox = cell viability loss in ATXN counter-screen; S2 cells (HEK-293 line with an ATXN2-luciferase reporter) viability, CellTiter-Fluor protease fluorescence, 24 h; Potency, µM (top dose mostly 56.7 µM), actives largely listed as cytotoxic; 0.49% of 400,000 active; AID 651635; note: potency is the fitted concentration of half-maximal effect; nearly all actives have a fitted effect of over 40% in size
MCF10A rerep = DNA re-replication induction in MCF 10a cells; MCF 10A DNA re-replication, Hoechst nuclear intensity, 48 h; 2.9% of 350,000 active; Potency, µM (top dose mostly 46.1 µM), inactives show at the top dose activity, positive = re-replication, hits mostly activators; note: potency is the fitted concentration of half-maximal effect; % of control where 0% means no effect; nearly all actives have a fitted effect of over 50% in size
HT1080NT lethal = kills 2HG-producing HT-1080-NT fibrosarcoma cells; Potency, µM (titrated, usually from 46.1 µM), for the others: at the highest dose activity, negative = less viability, most hits filed as cytotoxic; HT-1080-NT fibrosarcoma viability, CellTiter-Glo ATP luminescence, 48 h; 1.6% of 360,000 active;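 note: NT is the 2HG producing partner of a matched IDH1 knockdown line; potency is the fitted concentration of half-maximal effect; 0% = DMSO-treated cells and -100% = media-only wells without cells; nearly all actives have a fitted effect of over 55% in size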
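A 48-hour cytotoxicity screen used HT-1080-NT cells plated 2 hours before compound delivery. ATP-based CellTiter-Glo luminescence measured viability, normalized to DMSO and no-cell controls.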
ATXN2 expr inh = reduces ATXN2 reporter expression in HEK-293 cells | HEK-293 ATXN2-luciferase reporter, luminescence, 24 h | Potency, µM (titrated, usually from 57 µM), for inactives: at the highest dose activity change, negative = inhibition, actives largely listed as inhibitors | 0.72% of 360,000 active | AID 1745845; note: potency is the fitted concentration of half-maximal effect; % is set by controls: 0 for no effect and ±100 for the full control effect; nearly all actives have a fitted effect of over 55% in size
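qHTS (up to 57 uM final) was run with 24 h compound exposure of reporter cells at 37 °C. Each well was multiplexed: SteadyGlo luminescence measured ATXN2-luciferase expression after a fluorogenic Gly-Phe-AFC viability readout (25 uM final).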
HT1080 IDH1KD tx = toxicity to HT-1080 IDH1 knockdown cells (counter line); HT-1080 IDH1 knockdown viability, ATP luminescence, 48 h; Potency, µM (series often up to 46.1 µM), for inactives: top-dose activity, negative = toxicity, most hits filed as cytotoxic; 2% of 360,000 active; AID 686971;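 note: potency is the fitted concentration of half-maximal effect; 0% = DMSO wells and -100% = cell-free medium wells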
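Assay cells: HT-1080 with IDH1 knockdown, 750 per well, RPMI/5% FBS. Exposure: 48 h at 37 °C following 2 h pre-incubation. Read: CellTiter-Glo luminescence; fitted concentration-response, curve class assigned.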
SW480 rerep = inducers of DNA re-replication in SW480 colon cancer cells; SW480 DNA re-replication, Hoechst DNA content imaging, 48 h; Potency, µM (series often up to 46.1 µM), for inactives: at the highest dose re-replication activation, most hits filed as activators; 1.8% of 340,000 active; note: potency is the fitted concentration of half-maximal effect; % of control where 0% means no effect; nearly all actives have a fitted effect of over 55% in size
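Compounds, transferred as 23 nL by pin tool, were incubated with cells for 48 hr; DNA content per nucleus was then quantified by Hoechst staining and fluorescence plate imaging.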
KB-3-1 cytotox = kills parental KB-3-1 adenocarcinoma cells; AID 1347075; 1.4% of 400,000 active; Potency, µM (series often up to 46.1 µM), for inactives: at the highest dose activity change, negative = cytotoxic, most hits filed as cytotoxic; KB-3-1 viability, CellTiter-Glo ATP luminescence, 72 h; note: potency is the fitted concentration of half-maximal effect; % is set by controls: 0 for no effect and ±100 for the full control effect; nearly all actives have a fitted effect of over 60% in size
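Cytotoxicity measured as CellTiter-Glo luminescence after 72 h at 37 C. Compound titrations were pinned onto drug-naive KB-3-1 parental adenocarcinoma cells grown in DMEM with 10% FBS, and normalized data fitted to concentration-response curves.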
IL1B secr inh = blocks inflammasome-driven IL-1 beta release; AID 743279; THP-1 LPS/ATP IL-1B secretion, AlphaLISA, 16 h; active compounds read low; 4.7% of 360,000 active; activity change, % at 57.5 µM; in the data active = activity change below about -50%; inconclusive = mostly about -30% to -49%; note: % is set by controls: 0 for no effect and ±100 for the full control effect
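THP-1 cells pretreated 1 hr with compounds (up to 57.5 uM final), then stimulated with LPS (250 ng/mL final) plus ATP (1.25 mM final); secreted IL-1B measured by AlphaLISA after 16 hr, decreased signal indicating inhibition.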
An asterisk follows results filed as active; i = inactive; ? = inconclusive; · = not tested or not shown; & = joins results of further samples; [ ] = another dose, or the depositor's remark. Unless noted, calls come from the whole dose curve; as a rule, active = well fitted curve in the direction sought with a large enough effect; inconclusive = small, poorly fitted or top-dose-only effect, or another doubt; inactive = no such curve, though single readings can be large; an effect the other way counts as inactive or inconclusive.

mol | HepG2 viability | S2 tox | MCF10A rerep | HT1080NT lethal | ATXN2 expr inh | HT1080 IDH1KD tx | SW480 rerep | KB-3-1 cytotox | IL1B secr inh
COc1ccc(NC(=S)NN2CCOCC2)cc1OC | 8% | i | -3% | 0% | 5% | 0% | -6% | 1% | 0
Nc1cc([N+](=O)[O-])ccc1OCc1ccccc1 | -4% | i | 19% | -3% | 22% | -15% | -3% | 0% | 7
CCN(CC)c1ccc(NC(=S)NCC2CCCO2)cc1 (configuration not stated) | -41% | i | -3% | 2% | 0% | -1% | -2% | -19% | 25
CCC(=O)Nc1nc(-c2ccc3c(c2)OCCO3)cs1 | -30% | i | 6% | -4% | 49%[activator] | -1% | 12% | 0% | ?
O=C(O)c1cc2ccc3ccccc3c2[nH]1 | 2% | i | -2% | 0% | 1% | 2% | -4% | 3% | 33
CCOC(=O)c1ccc(-c2ccc(/C=C(\C#N)C(=O)Nc3ccc(OCC)cc3)o2)cc1 | 4% | i | · | · | 17% | · | · | -7% | ·
CCN(CC)c1ccc(/C=N/NC(=S)NCc2ccc(OC)cc2)cc1 | 16% | · | 10µM* | -8% | -7%[11.3 µM] | -18% | ? | 4% | ?
CC(=O)C1=C(O)C(=O)N(CCC(=O)O)C1c1ccccc1Cl (configuration not stated) | -1% | i | 1% | 9% | -1% | -2% | -11% | 1% | -1
COc1ccc(N2CCN(C(=O)[C@H](C)NC(=O)c3ccccc3Cl)CC2)cc1 | -3% | · | ? | -2% | 10% | 14% | 8% | -24% | 4
CCOc1cccc(/C=N/NC(=O)c2cccnc2)c1O | -20% | ? | 4% | ? | · | 5.2µM* | 17% | -13% | 124

Arranged by molecular weight (largest number first): nine of the compounds above
mol | HepG2 viability | S2 tox | MCF10A rerep | HT1080NT lethal | ATXN2 expr inh | HT1080 IDH1KD tx | SW480 rerep | KB-3-1 cytotox | IL1B secr inh
CCOC(=O)c1ccc(-c2ccc(/C=C(\C#N)C(=O)Nc3ccc(OCC)cc3)o2)cc1 | 4% | i | · | · | 17% | · | · | -7% | ·
COc1ccc(N2CCN(C(=O)[C@H](C)NC(=O)c3ccccc3Cl)CC2)cc1 | -3% | · | ? | -2% | 10% | 14% | 8% | -24% | 4
CCN(CC)c1ccc(/C=N/NC(=S)NCc2ccc(OC)cc2)cc1 | 16% | · | 10µM* | -8% | -7%[11.3 µM] | -18% | ? | 4% | ?
CC(=O)C1=C(O)C(=O)N(CCC(=O)O)C1c1ccccc1Cl (configuration not stated) | -1% | i | 1% | 9% | -1% | -2% | -11% | 1% | -1
CCN(CC)c1ccc(NC(=S)NCC2CCCO2)cc1 (configuration not stated) | -41% | i | -3% | 2% | 0% | -1% | -2% | -19% | 25
COc1ccc(NC(=S)NN2CCOCC2)cc1OC | 8% | i | -3% | 0% | 5% | 0% | -6% | 1% | 0
CCC(=O)Nc1nc(-c2ccc3c(c2)OCCO3)cs1 | -30% | i | 6% | -4% | 49%[activator] | -1% | 12% | 0% | ?
CCOc1cccc(/C=N/NC(=O)c2cccnc2)c1O | -20% | ? | 4% | ? | · | 5.2µM* | 17% | -13% | 124
Nc1cc([N+](=O)[O-])ccc1OCc1ccccc1 | -4% | i | 19% | -3% | 22% | -15% | -3% | 0% | 7

(more compounds)
mol | HepG2 viability | S2 tox | MCF10A rerep | HT1080NT lethal | ATXN2 expr inh | HT1080 IDH1KD tx | SW480 rerep | KB-3-1 cytotox | IL1B secr inh
CN(C)c1cccc(C(=O)Nc2cc(C(F)(F)F)ccc2-n2cnc3ccccc32)c1 | 1% | i | 2% | 1% | 0% | 6% | -7% | -2% | -14
Cc1ccc(CN2CCN(Cc3cc4ccccc4o3)CC2CCO)cc1 (configuration not stated) | -27% | i | -1% | 8% | · | 3% | 3% | -3% | -11
O=C(Nc1cccc(-c2cn3ccccc3n2)c1)c1cccs1 | -20% | i | 22% | 27% | 15% | 22% | -4% | ? | 13
NS(=O)(=O)c1cccc(NC(=O)CN2CCCc3ccccc32)c1 | -1% | i | -3% | -5% | 2% | 11% | -5% | 4% | 37
Cc1ccc(Nc2n[nH]c(C)c2[N+](=O)[O-])cc1C | -4% | i | 5% | -10% | 96%[activator] | -15% | 1% | -1% | -2
Cc1cc(C(=O)NCCN2CCOCC2)ccc1[N+](=O)[O-] | -7% | i | 6% | 12% | 4%[11.3 µM] | 5% | -4% | -8% | 14
O=C(OCc1cnc(Cl)s1)c1cccc(Cl)c1 | -9% | i | 30% | 15% | 1% | 12% | 1% | 8% | -6
COc1ccc(CCNC(=O)CSc2nc(N)c(C#N)c(-c3cccs3)c2C#N)cc1OC | -33% | ? | 2% | ? | -30% | ? | 8% | -12% | 41
COc1cccc(C(=O)O/N=C(\N)c2ccccn2)c1 | -69% | i | 1% | -2% | · | -9% | -7% | -5% | -6
CN1CCN(C(=O)/C=C/c2c(F)cccc2Cl)CC1 | 7% | i | -8% | 21% | 2% | 19% | 5% | 12% | -4
Cc1ccccc1C(=O)NNC(=O)c1ccc2nc[nH]c2c1 | -14% | i | 0% | 12% | 6% | 11% | 1% | 18% | 3
Cc1sc2nc(-c3ccccc3)oc(=O)c2c1C | -7% | i | -1% | 5% | -14%[11.3 µM] | 20% | -11% | 5% | 56
Cc1ccc(-c2nc3cnccn3c2Nc2ccc3c(c2)OCO3)cc1 | -24% | i | 9% | -1% | -4% | -16% | -1% | 0% | 85
Cc1cccc(NC(=S)N2CCCCC2c2cccnc2)c1C (configuration not stated) | -44% | i | 2% | 2% | 22% | 25% | -4% | 3% | 22
Cc1ccc(C)c(S(=O)(=O)NCc2ccc(C(=O)N3CCOCC3)cc2)c1 | -1% | i | 10% | 0% | 2% | 9% | -3% | 15% | 4
NN1C(=O)/C(=C2/Sc3ccccc3N2CCCS(=O)(=O)O)SC1=S | 0% | ? | -3% | -2% | · | 3% | -6% | -2% | -2
CSc1nnc2c(n1)c(C)nn2-c1cccc(C)c1 | 2% | i | -180%[0.0737 µM] | 2% | 29% | 1% | -2% | -1% | 0
Cc1ccc(-n2c(=O)cc(N3CCc4ccccc4C3)[nH]c2=O)cc1 | 1% | i | 1% | 6% | 1% | 18% | -5% | 11% | -26
COc1ccc(S(=O)(=O)NCc2cccnc2)cc1C | 6% | i | ? | -2% | 5% | 27% | -2% | 3% | 6
O=C1CCCC(=O)C1=Cc1c[nH]c2ccccc12 | 0% | i | -5% | -11% | -1% | -3% | -5% | 0% | -17
O=C(N/N=C/c1ccc([N+](=O)[O-])o1)C(O)c1ccccc1 (configuration not stated) | -146% | ? | 12µM* | ? | ? | -27% | ? | ? | -7
O=C(NCc1ccccn1)c1cccc(S(=O)(=O)N2CCc3ccccc32)c1 | -23% | i | ? | 0% | -2% | -7% | -2% | · | 8
COC(=O)c1c(NC(=O)C2CCCCC2)sc2c1CCN(C(C)C)C2 | 8% | i | -8% | 0% | -8% | -3% | 1% | 15% | -30
CC(=O)Nc1ccc(NC(=O)Cn2c(CC(=O)N3CCCC3)nc3ccccc32)cc1 | 0% | ? | 13% | 9% | 3% | 8% | -1% | 0% | 3
CCCN(C(=O)COC(=O)C12CCC(=O)N1c1ccccc1S2)c1c(N)n(Cc2ccccc2)c(=O)[nH]c1=O (configuration not stated) | -16% | i | -1% | 0% | -9% | 13% | -13% | -2% | -12
Cc1ccc(CNC(=O)c2ccc3oc(=O)n(Cc4ccccc4)c3c2)cc1 | -13% | ? | · | · | -10% | · | · | 7% | ·
COc1cc(C(=O)NCC(c2ccco2)N2CCc3ccccc32)cc(OC)c1OC (configuration not stated) | 0% | i | -1% | -18% | 1% | -5% | -102%[inhibitor] | -10% | 0
Cc1cccc(N2CCN(C(=O)c3noc4c3COc3ccc(C)cc3-4)CC2C)c1 (configuration not stated) | -37%&8% | i | 13% | 5% | 2%&10% | 9% | 1% | -4%&1% | -3
CCN(c1ccccc1)S(=O)(=O)c1cc2c(cc1C)NC(=O)CO2 | -19% | i | 4% | 9% | -17% | -1% | -8% | -4% | 23
COc1ccc(OC)c([N+](=O)[O-])c1C(N)=O | 1% | · | 0% | 18% | ? | 7% | -3% | -2% | 12
Nc1nc(N)c(N=Nc2ccccc2)c(=O)[nH]1 | 2% | i | 16% | -16% | 22% | ? | ? | -11% | ?
COc1ccc(C(=O)NCC(C)C)c(OC)c1 | -17% | i | -3% | 11% | 0% | 9% | 1% | 0% | 4
O=C(CCSCc1ccccc1)Nc1ccc2c(c1)OCCO2 | -17% | i | 2% | -1% | · | 9% | -84%[inhibitor] | 0% | -2
O=C(N/N=C/c1cc(Br)c(O)c(Br)c1)c1cc2c(ccc3ccccc32)o1 | -23% | · | 8.2µM* | -26% | 14% | ? | ? | -28% | -23
C/C(=N\NC(=S)Nc1c(C)cccc1C)c1ccc(OC(F)F)cc1 | -4% | i | ? | ? | 4%[11.3 µM] | ? | ? | ? | -13
COC(=O)CNC(=O)COC(=O)/C=C/c1ccc(F)cc1 | -16% | i | 2% | -1% | -21% | -1% | 0% | -7% | -25
COCCNC(=O)CN(C(=O)CCC(=O)Nc1cc(C)on1)c1ccccc1C | 13% | i | 4% | 0% | -4% | 0% | -2% | 1% | -6
CCCCNc1c(-c2ccc(SC(C)CC)c(OC)c2)nc2ccc(C)cn12 (configuration not stated) | 20µM* | ? | 16µM* | -16% | ? | ? | ? | ? | -93*
O=C(CSc1nc(=O)[nH]c2c1CCCC2)Nc1cc(C(F)(F)F)cc(C(F)(F)F)c1 | -7% | i | 4% | -3% | -7% | -7% | -5% | -21% | 16
CN(C)CCC#CC1(O)c2ccccc2-c2ccccc21 | 0% | i | 1% | -4% | · | 1% | 3% | -1% | -11
COc1cc(-c2n[nH]c(=S)n2/N=C/c2cccn2C)cc(OC)c1OC | -65% | i | -1% | -17% | 8% | -21% | 12% | -2% | 45
O=C(CCn1c(=S)[nH]c2ccccc2c1=O)N1CCOCC1 | -23% | i | -1% | 2% | 8% | 13% | -15% | 12% | -7

Assay outcomes: PubChem, National Center for Advancing Translational Sciences (NCATS)
